# Screening data (PubChem BioAssay)
# IDH1 R132H inh: human IDH1 R132H inhibition. O75874. IDH1-R132H enzyme, NADPH consumption, diaphorase/resazurin fluorescence. Potency, µM (highest dose often 76.6 µM), without a hit: at the highest dose activity change, negative = inhibition, usual class: inhibitors. 390,000 compounds, 0.093% hits; also: potency is read from the fitted curve at half-maximal effect; % is scaled to controls: 0 for no effect and ±100 for the full control effect; nearly all actives have a fitted effect of over 65% in size
#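 IDH1-R132H (0.5 ug/mL) preincubated 30 min with compound, then NADPH (0.016 mM) and alpha-KG (2 mM) added; 80 min at RT, pH 7.5. Remaining NADPH coupled via diaphorase/resazurin to fluorescence (540/590 nm); concentration-response curves normalized to no-enzyme control.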
# TRHR enhancer: allosteric enhancers of human TRH receptor. P34981. TRHR cells, fluo-8 calcium fluorescence, EC20 TRH enhancement. enhancement, % at 2 µM. 360,000 compounds, 0.66% hits. AID 493056; in the data active = enhancement above about 30%; also: 0% is about no effect
#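 TRHR-expressing cells loaded with fluo-8 calcium dye were read kinetically (ex 480/em 530) during compound addition, then stimulated with an EC20 of TRH (10 nM final). Enhancement of the Gq-mediated intracellular calcium response was scored.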
# D2 ag: activates the human D2 dopamine receptor; P14416; HEK293 T-REx D2 cells, calcium flux agonist mode; activation, % at 2 µM; 340,000 compounds, 0.53% hits; AID 485358;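 active = activation over 3 SD above normal in the single-dose calcium agonist read, cut at about 30% in these data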; also: 0% is about no effect
# Target sequence (P14416 whole entry, looked up): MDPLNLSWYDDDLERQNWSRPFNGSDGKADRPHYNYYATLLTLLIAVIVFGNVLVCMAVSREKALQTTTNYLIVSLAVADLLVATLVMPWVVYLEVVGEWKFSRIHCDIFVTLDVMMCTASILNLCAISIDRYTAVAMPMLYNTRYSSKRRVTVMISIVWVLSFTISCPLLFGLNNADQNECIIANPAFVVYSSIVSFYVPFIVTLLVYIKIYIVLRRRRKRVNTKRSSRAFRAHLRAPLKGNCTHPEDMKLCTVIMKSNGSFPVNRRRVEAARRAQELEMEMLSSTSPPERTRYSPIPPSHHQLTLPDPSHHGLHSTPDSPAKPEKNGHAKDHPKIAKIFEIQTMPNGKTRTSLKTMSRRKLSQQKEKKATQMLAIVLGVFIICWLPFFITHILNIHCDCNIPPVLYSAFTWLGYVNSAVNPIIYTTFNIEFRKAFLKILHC
#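 Calcium-flux readout, 1 cycle/sec over 180 s following compound pin transfer, in inducible HEK293 Trex D2 cells (force-coupled); dopamine controls included. Positive calcium responses during this window marked compounds as potential agonists.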
# TrxR1 inh: inhibitors of rat thioredoxin reductase 1. O89049. recombinant rTrxR1, NADPH fluorescence consumption, selenite substrate. Potency, µM (titrated, usually from 114 µM), inactives show at the top dose activity change, negative = inhibition, hits mostly inhibitors. 390,000 compounds, 1% hits. AID 588453; also: potency is read from the fitted curve at half-maximal effect; % is scaled to controls: 0 for no effect and ±100 for the full control effect; nearly all actives have a fitted effect of over 65% in size
# Target sequence (O89049 whole entry, looked up): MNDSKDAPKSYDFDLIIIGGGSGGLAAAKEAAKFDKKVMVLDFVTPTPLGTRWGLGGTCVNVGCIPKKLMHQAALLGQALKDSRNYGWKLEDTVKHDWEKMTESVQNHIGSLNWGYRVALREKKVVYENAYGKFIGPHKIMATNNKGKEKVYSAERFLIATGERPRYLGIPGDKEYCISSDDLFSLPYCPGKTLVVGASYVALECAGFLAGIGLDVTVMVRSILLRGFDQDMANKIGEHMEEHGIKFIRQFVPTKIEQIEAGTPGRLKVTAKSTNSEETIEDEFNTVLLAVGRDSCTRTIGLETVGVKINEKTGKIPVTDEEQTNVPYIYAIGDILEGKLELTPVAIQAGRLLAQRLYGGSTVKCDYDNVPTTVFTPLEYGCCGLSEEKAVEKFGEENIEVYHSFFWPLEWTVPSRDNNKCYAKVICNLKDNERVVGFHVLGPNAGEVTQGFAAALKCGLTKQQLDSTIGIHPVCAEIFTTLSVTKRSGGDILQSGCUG
#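 Rat TrxR1 (90 nM in the dispensed reagent) was pre-reduced with 400 uM NADPH for 5 min at room temperature, then incubated with compound for 15 min. After 400 uM selenite was added, NADPH fluorescence (Ex 340/Em 450 nm) was followed for 8 min.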
# TRHR agonist: agonists of human TRH receptor; P34981; TRHR cells, calcium flux fluo-8, FDSS agonist mode; activation, % at 2 µM; 360,000 compounds, 0.18% hits; AID 493084; in the data active = activation above about 30%; also: 0% is about no effect
#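 Steps: seed TRHR cells overnight; add fluo-8 no-wash Ca dye, RT 30 min–1.5 h; record 10 s baseline; pin-transfer compounds; monitor fluorescence 1 cycle/s for the agonist window. Calcium increases flag candidate agonists.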
# D2 antag: antagonizes the human D2 dopamine receptor. P14416. HEK293 TREx D2 cells, calcium flux, dopamine EC80. inhibition, % at 10 µM. 340,000 compounds, 2% hits. AID 485344; in the data active = inhibition above about 30%; also: 0% is about no effect
#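 Measurement of antagonist activity uses fluorescent calcium dye in inducible HEK293 T-REx D2 cells: 10 s baseline, compound addition with 180 s read, EC80 dopamine addition with a further 180 s read.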
# PI4K2A inh: blocks human PI4K2A kinase activity | 420,000 compounds, 0.13% hits | purified PI4K2A, ADP-Glo luminescence, 1 h; active compounds read low | Q9BTU6 | activity change, negative = inhibition, % at 76.9 µM; in the data active = activity change below about -50%; inconclusive = mostly about -30% to -49%;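 also: -100% = wells without enzyme as full effect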
#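 In this quantitative HTS, ADP production by PI4K2A was quantified luminescently after 1 h at ambient temperature; 100 microM adenosine served as plate-quality control.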
# USP1-UAF1 inh: inhibitors of human USP1/UAF1 deubiquitinase; 390,000 compounds, 0.23% hits; Potency, µM (titrated, usually from 57.1 µM), for inactives: at the top dose activity change, negative = inhibition, most hits filed as inhibitors; O94782; recombinant USP1/UAF1, Ub-Rhodamine cleavage fluorescence; also: potency is read from the fitted curve at half-maximal effect; % is scaled to controls: 0 for no effect and ±100 for the full control effect; nearly all actives have a fitted effect of over 60% in size; inactives centre near -12
#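 USP1/UAF1 complex (1 nM) preincubated 15 min at room temperature with compound, then Ub-Rho substrate (150 nM final) added. Kinetic fluorescence at 480/540 nm over 6 reads at 60 s intervals; 50 mM HEPES pH 7.8, 0.5 mM EDTA, 0.1 mg/ml BSA, 1 mM TCEP, 0.01% Tween-20.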
# TrxR1 substrate: is turned over as a substrate by rat TrxR1; purified TrxR1 substrate turnover, NADPH consumption readout; Potency, µM (highest dose often 114 µM), for inactives: top-dose activity change, negative = substrate turnover; 390,000 compounds, 0.01% hits; also: potency is read from the fitted curve at half-maximal effect; % is scaled to controls: 0 for no effect and ±100 for the full control effect; nearly all actives have a fitted effect of over 50% in size
#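 Rat TrxR1, dispensed at 90 nM, was prereduced with 400 uM NADPH (final) for 5 min at ~22 deg C, then incubated with compound 15 min before 400 uM selenite. A first-read NADPH fluorescence drop versus no-compound background flagged substrates.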
# The depositor's hits bear a star; ? = inconclusive; · = not tested or not shown; & = joins results of further samples; [ ] = remark or other dose. Unless noted, calls follow the shape of the dose curve; as a rule, active = well fitted inhibition curve with a large enough effect; inconclusive = small, poorly fitted or top-dose-only effect; inactive = no such curve, though single readings can be large or run the other way. This is a random part of the collection; about 3.9% have a hit in one of these screens.
1: CCCSc1nsc(NC(=O)C(c2ccccc2)c2ccccc2)n1
2: Cc1nn(C)cc1C1C2=C(CC(C)(C)CC2=O)N(c2ccccc2)C2=C1C(=O)CC(C)(C)C2
3: N/C(=N\OC(=O)CCc1ccccc1)c1cccnc1
4: COc1ccc(N2C(=O)CCSC23C(=O)N(Cc2ccc(F)cc2)c2ccccc23)cc1 (centres undefined)
5: COc1ccc(CCNC(=O)c2ccccc2NS(=O)(=O)c2cc(C(=O)O)ccc2OC)cc1
6: CC(C)OCCCn1c(SC(C)C(=O)NCC2CCCO2)nc2cc(Cl)ccc2c1=O (centres undefined)
7: CCOc1ccc(NC(=O)N(CCN(C)C)C(C)c2cccnc2)cc1 (centres undefined)
8: CCCCCc1nnc(NC(=O)Cn2cnc3ccccc3c2=O)s1
screen / no. | 1 | 2 | 3 | 4 | 5 | 6 | 7 | 8
PI4K2A inh | 24 | -2 | -1 | 1 | 3 | 5 | 10 | 4
D2 ag | 0.1 | 0.6 | -0.2 | -0.9 | -0.4 | 0.2 | 0.7 | -0.8
IDH1 R132H inh | 0% | -4% | 0% | 32µM* | -7% | 6% | -5% | 6%
TRHR agonist | -0.7 | 1.1 | 0.6 | -1.0 | 0.1 | -0.2 | -0.7 | -0.4
USP1-UAF1 inh | -10% | 2% | 4% | -29% | -31% | -7% | -9% | -13%
D2 antag | -11 | 5 | -5 | · | 15 | 4 | -13 | -6
TrxR1 substrate | 14%[57.1 µM] | 25% | -6% | -7% | 2% | 0% | -3% | -12%
TRHR enhancer | 3 | 15 | 14 | 3 | 17 | -4 | -18 | 9
TrxR1 inh | 25%[57.1 µM] | -12% | -6% | 8% | 10% | 3% | -5% | -19%

9: CCOC(=O)c1c(NC(=O)CSc2cn(CCNC(=O)c3ccccc3F)c3ccccc23)sc2c1CCCC2
10: CCN(CC)C(=O)Cn1ncc2c1-c1ccccc1OC2
11: O=C(CSCc1ccc([N+](=O)[O-])cc1)NC1CC2CCC1C2 (centres undefined)
12: Cc1nnnn1-c1cccc(C(=O)O)c1
13: CCOc1cc(NC(=S)NCCCN2CCOCC2)c(OCC)cc1NC(=O)CC(C)C
14: CCC(C)c1ccc(NC(=S)NN2CCOCC2)cc1 (centres undefined)
15: Cc1ccc(NC2CCCN(C(=O)CCC3=NNC(=O)CC3)C2)cc1C (centres undefined)
16: Cc1ccc(C)c(NC(=O)C(Cc2ccccc2)n2cccc2)c1 (centres undefined)
screen / no. | 9 | 10 | 11 | 12 | 13 | 14 | 15 | 16
PI4K2A inh | 2 | -6 | 3 | -2 | -2 | 3 | -3 | 1
D2 ag | 0.2 | -2.5 | -0.1 | 0.6 | · | 0.2 | 2.1 | 1.2
IDH1 R132H inh | 0% | -9% | 5% | 2% | -3% | 1% | -1% | 20%
TRHR agonist | 2.1 | -0.4 | 1.1 | 1.0 | -0.1 | 0.0 | -0.2 | 1.0
USP1-UAF1 inh | -4% | 8% | -15% | -6% | -14% | -9% | -3% | -18%
D2 antag | · | 0 | 5 | 9 | · | -7 | 1 | ·
TrxR1 substrate | -2% | 8%[57.1 µM] | -9% | 10%[57.1 µM] | 1%[57.1 µM] | -12% | -2% | -1%
TRHR enhancer | 17 | 5 | 0 | 0 | -4 | 3 | -1 | -9
TrxR1 inh | 10% | 29%[57.1 µM] | -1% | 5%[57.1 µM] | 22µM* | -24% | 9% | 0%

17: COc1ccc(CN([C@H](C)CO)S(=O)(=O)N(Cc2ccccc2)[C@H](CO)C(C)C)cc1
18: Cc1ccc(NCC(=O)N/N=C/c2cc3ccccc3nc2Cl)cc1
19: CCCn1c(=O)c2c(ncn2C)n(CCC)c1=O
20: CC(C)c1ccccc1NS(=O)(=O)c1cccs1
21: O=C(Cc1ccccc1)Nc1cccc(-c2cn3cccnc3n2)c1
22: O=C(c1ccc(-c2ccccc2Cl)o1)N1CCC1
23: COc1ccc(CCNC2=CC(=O)CC(C)(C)C2)cc1
24: COc1ccc2[nH]c3c(c2c1)CCN1C(=O)C(CC(=O)NCc2ccc(OC)c(OC)c2)C[C@H](C(=O)N2CCCCC2)[C@@]31CCc1ccccc1 (some centres undefined)
screen / no. | 17 | 18 | 19 | 20 | 21 | 22 | 23 | 24
PI4K2A inh | 2 | 0 | 0&2 | 6 | -4 | 0 | -1 | -3
D2 ag | -0.2 | -1.1 | 0.0 | 0.3 | 2.2 | -0.3 | -1.6 | ·
IDH1 R132H inh | -3% | 4% | 15% | 7% | 6% | -2% | 0% | -29%
TRHR agonist | 0.2 | -1.0 | 0.6 | -0.5 | 0.3 | 0.4 | -0.6 | ·
USP1-UAF1 inh | -23% | -26% | 8% | -15% | 3% | -16% | -15% | -30%
D2 antag | 5 | -6 | 12 | -15 | · | -10 | 1 | ·
TrxR1 substrate | -9%&-6% | 1% | 6%[57.1 µM] | -5% | 99%[activator][57.1 µM] | -2%[57.1 µM] | -1% | -7%
TRHR enhancer | -2 | -2 | -6 | 6 | -1 | 3 | 1 | ·
TrxR1 inh | 7%&10% | -1% | 11%[57.1 µM] | -5% | 51%[activator][57.1 µM] | 0%[57.1 µM] | 9% | 1%

25: O=C(CN(Cc1ccccc1)C(=O)CSc1nnc(COc2ccccc2)o1)NC1CCCC1
26: N#Cc1c(SCc2cccc(Cl)c2)sc(C(=O)c2ccccc2)c1N
27: CCC(C(=O)NC1CCCC1)N(C(=O)c1snc(C(N)=O)c1N)c1ccc2c(c1)OCCO2 (centres undefined)
28: O=c1[nH]c(CSc2ncccn2)nc2c1cnn2-c1ccccc1
29: O=S(=O)(Nc1cccc(-c2ccc(N3CCCCCC3)nn2)c1)c1cccc(F)c1
30: CCOC(=O)N1CCN(C(=O)c2c(N)no[n+]2[O-])CC1
31: Cc1ccc(C2=Nc3ccccc3SC(c3cccc([N+](=O)[O-])c3)C2)cc1 (centres undefined)
32: Nn1c(SCc2c(F)cccc2F)nnc1-c1ccccn1
screen / no. | 25 | 26 | 27 | 28 | 29 | 30 | 31 | 32
PI4K2A inh | 1 | -3 | -1 | 1 | 0&-1 | · | 3 | -3
D2 ag | · | 0.1 | 0.4 | -0.6 | 0.6&-0.1 | 6.1 | · | 0.3
IDH1 R132H inh | 4% | 9% | -2% | -2% | -6%&-13% | · | -1% | 8%
TRHR agonist | -0.5 | 1.2 | -0.6 | -1.6 | 0.2&0.0 | 0.5 | -1.1 | 0.0
USP1-UAF1 inh | -9% | 0% | -4% | -5% | ? | · | -21% | 4%
D2 antag | · | 0 | -22 | -16 | 7 | 9 | · | -6
TrxR1 substrate | -4% | 6%[57.1 µM] | 3% | 0% | -5% | · | -1%[57.1 µM] | -1%[57.1 µM]
TRHR enhancer | -3 | 2 | 9 | 11 | -4&0 | 3 | -9 | 4
TrxR1 inh | -11% | -40% | 9%[57.1 µM] | 11% | 15% | · | 15% | 8%[57.1 µM]

33: COc1ccccc1NC(=O)c1ccc(CN2CCOCC2)cc1
34: O=C(OCCOc1cccc(Cl)c1)c1ccc2ncsc2c1
35: COc1ccc2c(c1)c(N1CCCC1=O)c(C(=O)Nc1ccc(OC)c(Cl)c1)n2C
36: O=C(Nc1cc(S(=O)(=O)N2CCCCC2)ccc1O)c1ccccc1NS(=O)(=O)c1ccc(F)c(F)c1
37: CCOc1ccc(/C=N/Nc2cc(C)nc(N3CCOCC3)n2)cc1
38: Nc1nc(-c2ccc(Cl)cc2)cn1N
39: O=C(O)COc1ccccc1C(Nc1ccccn1)c1cc(Cl)c2cccnc2c1O (centres undefined)
40: CC1CC(C)(C)CC2(C1)NC(=O)N(CC(=O)Nc1ccc3[nH]c(=O)[nH]c3c1)C2=O (centres undefined)
screen / no. | 33 | 34 | 35 | 36 | 37 | 38 | 39 | 40
PI4K2A inh | 2 | -1 | 3 | -2 | 4 | -3 | -14 | 3
D2 ag | 0.8 | -0.5 | -0.2 | 6.1 | -0.5 | 0.1 | -0.5 | -0.7
IDH1 R132H inh | 6% | 5% | -7% | ? | 7% | 4% | -5% | 14%
TRHR agonist | -0.5 | 0.7 | 0.0 | -0.1 | 0.0 | 0.3 | 0.5 | 0.0
USP1-UAF1 inh | -14% | -14% | -19% | -16% | -27% | -19% | -18% | -19%
D2 antag | -3 | 9 | · | -1 | -3 | 30* | -12 | -23
TrxR1 substrate | 3% | -11% | -5% | -11% | -4% | -6%[57.1 µM] | -5%[11.4 µM] | 3%
TRHR enhancer | 4 | -6 | 2 | -2 | 21 | -6 | 7 | 1
TrxR1 inh | 6% | 27%[57.1 µM] | 20% | -16% | -3% | 7%[57.1 µM] | ? | 16%

41: Cc1ccc(CNC(=O)CCC(=O)N2CCSc3ccccc32)cc1
42: Cc1ccn2c(Nc3ccccc3)c(-c3ccccn3)nc2c1
43: CCOCCCNC(=O)c1cn(CC)c2ccc(S(=O)(=O)N3CCc4ccccc4C3)cc2c1=O
44: C=CCn1c(Oc2ccc(C=O)cc2OCC)nc2c1c(=O)n(C)c(=O)n2C
45: COc1ccccc1C(=O)NCC(=O)NCCC(c1ccccc1)c1ccccc1
46: COc1cc(NC(=O)c2cccc3c2C(=O)N(C2CCCCC2)C3)cc(OC)c1
47: CS(=O)(=O)N1CCC(Oc2ccccc2C(=O)NC(C2CC2)C2CC2)CC1
screen / no. | 41 | 42 | 43 | 44 | 45 | 46 | 47
PI4K2A inh | 4 | -3 | 0 | -1 | -6 | -1 | 0
D2 ag | 0.5 | 0.6 | -0.8 | -1.2 | -1.0 | -0.2 | -0.2
IDH1 R132H inh | 11% | -2% | -2% | 4% | 4% | 6% | -1%
TRHR agonist | -0.2 | 0.5 | -0.4 | -0.2 | 0.5 | -0.5 | 0.1
USP1-UAF1 inh | 8% | -4% | -25% | -20% | -17% | -25% | -3%
D2 antag | · | 5 | · | 1 | 20 | · | 8
TrxR1 substrate | -9% | -2% | -1% | -1% | -12% | 0% | 7%[57.1 µM]
TRHR enhancer | 15 | 6 | -1 | 2 | -8 | 0 | -5
TrxR1 inh | 0% | -4% | 30% | 14% | -14% | 17% | -2%[57.1 µM]
